TcdB GH inh: TcdB glycohydrolase inhibition; hit rate 0.24% among 350,000; AID 652162; TcdB glycohydrolase enzymatic assay, plate reader; inhibition, % at 9.99 µM; in the data active = inhibition above about 10%
Vc quorum ag: quorum light induction in luxS cqsA deficient V. cholerae. V. cholerae BH1578 lux reporter, luminescence, 6 h. activation, % at 18.7 µM. hit rate 0.16% among 350,000; in the data active = activation mostly above about 9.7%, no sharp cut-off; note: not every result past the cut was called active; inactives centre near 0; reference of the scale not given here
Mtb BioA inh: inhibitors of Mycobacterium tuberculosis BioA enzyme. hit rate 0.096% among 360,000. purified M. tuberculosis BioA enzyme, plate reader. inhibition, % at 9.99 µM; in the data active = inhibition above about 40%
FadD28 binding: blocks FadD28 binding to the bisubstrate probe. fluorescence polarization. inhibition, % at 12.5 µM. hit rate 0.22% among 360,000; in the data active = inhibition above about 8.5%, passing the limit was not always enough
Mtb UGM inh: inhibitors of M. tuberculosis UDP-galactopyranose mutase; purified UGM, fluorescence polarization probe displacement; inhibition, % at 10 µM; hit rate 0.06% among 320,000; in the data active = inhibition above about 10%, passing the limit was not always enough
Target sequence (P9WIQ1 whole entry, looked up): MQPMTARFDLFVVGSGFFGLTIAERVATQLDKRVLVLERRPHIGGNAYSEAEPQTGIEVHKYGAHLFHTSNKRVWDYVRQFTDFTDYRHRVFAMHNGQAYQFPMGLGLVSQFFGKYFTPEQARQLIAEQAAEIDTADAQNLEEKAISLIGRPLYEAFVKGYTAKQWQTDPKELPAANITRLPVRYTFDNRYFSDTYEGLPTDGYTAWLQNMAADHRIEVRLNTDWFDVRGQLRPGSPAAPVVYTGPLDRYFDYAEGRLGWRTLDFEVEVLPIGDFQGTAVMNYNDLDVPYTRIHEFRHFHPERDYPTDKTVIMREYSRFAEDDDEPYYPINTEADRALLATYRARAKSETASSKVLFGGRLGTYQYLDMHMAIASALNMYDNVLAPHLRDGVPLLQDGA
GDH-TPI inh: inhibits GDH-TPI coupling enzymes, artifact for Mtb FBA screen | GDH-TPI coupled enzyme counterscreen, NADH absorbance | inhibition, % at 4.8 µM | hit rate 1.2% among 360,000; in the data active = inhibition above about 30%;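 note: 0% = DMSO wells and 100% = wells lacking the enzyme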
PfHsp40 yeast: compounds rescuing yeast from Plasmodium falciparum HSP40 toxicity; S. cerevisiae expressing PfHsp40, growth rescue, ATP luminescence; growth rescue, % at 12.5 µM; hit rate 0.68% among 340,000; in the data active = growth rescue above about 28%, passing the limit was not always enough;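 note: yeast W303a lacking pdr1 and pdr3 grown in galactose medium; growth measured after three days at 30 °C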
Mtb FBA inh: Mtb fructose-bisphosphate aldolase inhibition | AID 588726 | purified M. tuberculosis FBA, fluorescence read-out | hit rate 2.3% among 360,000 | P9WQA3 | inhibition, % at 1 µM; in the data active = inhibition above about 27%;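 note: 0% = vehicle and 100% = reference inhibitor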
Target sequence (P9WQA3 whole entry, looked up): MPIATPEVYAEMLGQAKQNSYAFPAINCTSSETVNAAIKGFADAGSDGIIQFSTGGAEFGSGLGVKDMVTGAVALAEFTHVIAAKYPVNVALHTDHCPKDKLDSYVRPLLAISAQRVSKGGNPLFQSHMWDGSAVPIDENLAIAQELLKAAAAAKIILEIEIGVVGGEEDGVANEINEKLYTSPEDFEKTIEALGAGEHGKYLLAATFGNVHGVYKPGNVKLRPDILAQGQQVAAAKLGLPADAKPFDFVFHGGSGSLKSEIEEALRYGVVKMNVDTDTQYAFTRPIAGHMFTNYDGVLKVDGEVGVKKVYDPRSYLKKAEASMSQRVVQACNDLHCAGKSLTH
Yp Topo-I inh: inhibitors of Yersinia pestis topoisomerase I. AID 504884. activity, % at 10 µM. Y. pestis Topo-I cleavage product accumulation, plate reader. hit rate 0.064% among 360,000; in the data active = activity above about 50%, passing the limit was not always enough; note: inactives centre near 2
* = called active by the depositor; i = inactive; / = no result given; & = joins results of further samples. Compounds were not picked by outcome; 4.6% or so of the library scored in one or more.

Compound,FadD28 binding,Mtb BioA inh,Mtb UGM inh,PfHsp40 yeast,Mtb FBA inh,TcdB GH inh,Vc quorum ag,GDH-TPI inh,Yp Topo-I inh
C/C(=N\NC(=O)c1c(C)nc2ccccn12)c1ccc(O)cc1O,-3.8,-2.0,2.5,0.7,1,1.3,-0.6,15,4
CCC(C)(O)c1[nH]c2ccc(C(F)(F)F)cc2c1C (stereo unspecified),3.7,-0.4,-1.9,4.1,7,1.1,i,12,-3
O=C(Nc1nnc(-c2ccncc2)s1)C1CCCO1 (stereo unspecified),-1.8,-3.2,-0.4,0.4,82*,/,1.2,26,-3
Cc1nn(C)cc1C(N)=O,-1.1,-0.5,0.2,-1.1,1,/,i,4,-1
O=C1NC(c2cccs2)Nc2ccccc21 (stereo unspecified),-2.1,-0.7,-3.3,0.1,9,/,-0.7,8,0
Cc1ccc(C(=O)NCCNC(=O)c2cccnc2)cc1,1.0,0.9,0.3,-2.2,-1,-0.4,-2.8,0,-1
Cc1n[nH]c(=O)c2c(NC(=O)CSc3nnnn3-c3ccccc3)oc(C)c12,-1.5,-0.3,-1.5,-1.3,3,1.1,i,13,-1
CC(=O)OC1C2CCCC1C(N1CCCC1)CC2 (stereo unspecified),-3.5&-3.4,-0.9&0.3,1.2&1.9,1.1&-0.4,0&0,/,-0.7,9&-17,-1&-5

(listing goes on)
Compound,FadD28 binding,Mtb BioA inh,Mtb UGM inh,PfHsp40 yeast,Mtb FBA inh,TcdB GH inh,Vc quorum ag,GDH-TPI inh,Yp Topo-I inh
COc1ccccc1/C=C/C=N/NC(=O)CCn1nnc2ccccc21,-0.4,-1.7,0.6,0.9,-1,1.4,-0.4,19,6
[O-][n+]1cccc2cccc(O)c21,-0.5,-2.4,/,0.5,-1,0.7,i,4,2
COc1ccc2c(c1)c1nc3ccccc3nc1n2CCn1c(=O)oc2ccccc21,0.6,-3.6,-2.9,0.0,0,/,i,17,6
CCC(=NCCN1CCNCC1)C1=C(O)CC(C)(C)CC1=O,-3.2,-0.4,2.0,0.1,-3,-1.0,-6.9,8,-7
Cc1ccc(CNC(=O)c2ccc3c(c2)NC(=O)CS3)cc1,-2.8,0.7,-0.7,-0.6,0,2.4,-4.8,2,2
Cc1ccc(C(=O)CC(=O)COc2ccc(Cl)cc2)cc1,-2.0,/,-0.7,-1.3,-2,-0.1,i,14,-8
Cc1cc(C)c2cc(CN(Cc3nnnn3Cc3ccc(F)cc3)C3CCCC3)c(=O)[nH]c2c1,-2.4,-0.6,3.5,0.1,11,/,1.4,19,0
COc1cc(/C=C/C(C)=NNc2ccccc2)ccc1O,0.2,-0.7,/,-1.9,1,7.3,-5.9,32*,-17

Other structures
Compound,FadD28 binding,Mtb BioA inh,Mtb UGM inh,PfHsp40 yeast,Mtb FBA inh,TcdB GH inh,Vc quorum ag,GDH-TPI inh,Yp Topo-I inh
CCOCCn1c(CN2CCCCC2)nc2c1c(=O)n(C)c(=O)n2C,-3.6,-0.5,-3.3,0.3,-4,0.7,i,-13,-12
[O-]/[N+](=N\Nc1ccc(Cl)cc1)c1ccccc1,-0.7,-0.6,/,3.7,2,0.5,0.8,13,-3
O=C(/C=C/c1ccco1)Nc1ccc(N2CCCC2)cc1,-2.3,/,2.1,-0.3,1,1.4,-0.1,24,-12
O=C1CSC(=Nc2ccc(Cl)cc2)N1Cc1cccnc1,-4.7,2.3,-0.9,0.8,2,2.8,1.6,-9,4
Cc1ccc(Oc2ccc(S(=O)(=O)Nc3ccc(C(=O)O)cc3)cc2)cc1,-3.3,-1.0,0.5,-0.6,1,-0.9,-13,2,9
O=C(Nc1ccc([N+](=O)[O-])cc1)OCCc1ccccn1,-4.1,/,-0.5,-0.3,1,0.0,i,2,-7
Nc1c2c(nc3c1CCCC3)CCCC2 (tested in a mixture with another compound),-0.4,0.9,0.6,-0.1,4,2.0,0.4,11,-1
COC(=O)c1cc2oc3ccccc3c2n1CC(=O)N1CCCc2ccccc21,-2.0,/,-1.4,-0.7,-8,/,i,13,-1

Four entries from above, with each value named.
O=C1CSC(=Nc2ccc(Cl)cc2)N1Cc1cccnc1
  FadD28 binding: -4.7
  Mtb BioA inh: 2.3
  Mtb UGM inh: -0.9
  PfHsp40 yeast: 0.8
  Mtb FBA inh: 2
  TcdB GH inh: 2.8
  Vc quorum ag: 1.6
  GDH-TPI inh: -9
  Yp Topo-I inh: 4

Cc1ccc(Oc2ccc(S(=O)(=O)Nc3ccc(C(=O)O)cc3)cc2)cc1
  FadD28 binding: -3.3
  Mtb BioA inh: -1.0
  Mtb UGM inh: 0.5
  PfHsp40 yeast: -0.6
  Mtb FBA inh: 1
  TcdB GH inh: -0.9
  Vc quorum ag: -13
  GDH-TPI inh: 2
  Yp Topo-I inh: 9

O=C(Nc1ccc([N+](=O)[O-])cc1)OCCc1ccccn1
  FadD28 binding: -4.1
  Mtb BioA inh: /
  Mtb UGM inh: -0.5
  PfHsp40 yeast: -0.3
  Mtb FBA inh: 1
  TcdB GH inh: 0.0
  Vc quorum ag: i
  GDH-TPI inh: 2
  Yp Topo-I inh: -7

Nc1c2c(nc3c1CCCC3)CCCC2 (tested in a mixture with another compound)
  FadD28 binding: -0.4
  Mtb BioA inh: 0.9
  Mtb UGM inh: 0.6
  PfHsp40 yeast: -0.1
  Mtb FBA inh: 4
  TcdB GH inh: 2.0
  Vc quorum ag: 0.4
  GDH-TPI inh: 11
  Yp Topo-I inh: -1

(cont.)
Compound,FadD28 binding,Mtb BioA inh,Mtb UGM inh,PfHsp40 yeast,Mtb FBA inh,TcdB GH inh,Vc quorum ag,GDH-TPI inh,Yp Topo-I inh
CCOC(=O)C(C)n1nc(-c2ccccc2)c2ccccc2c1=O (stereo unspecified),-1.1,2.1,-2.5,-1.3,2,0.2,-0.4,-5,2
COc1cc2oc(=O)ccc2cc1[C@@H](O)[C@@H]1OC(C)(C)OC1(C)C,-1.8,-0.8,2.9,-0.3,29*,1.3,i,13,0
CCN(CC(=O)Nc1ccc(NC(C)=O)cc1)C(=O)c1cccnc1Sc1ccc(C)c(C)c1,-1.0,0.3,-2.3,1.3,0,0.8,-0.3,1,8
CC(C)Nc1ncnc2c1cnn2Cc1ccccc1Cl,/,-0.8,0.6,-0.2,1,0.9,-0.8,2,3
COc1cc2c3c(c1)C1(C(=O)N3C(C)(C)C=C2C)C(C#N)=C(N)Oc2cc(O)ccc21 (stereo unspecified),-4.7,2.7,-2.6,2.0,0,/,i,12,-6
O=C(CN1/C(=C(/O)c2ccccc2)C(=O)c2ccccc2S1(=O)=O)c1ccccc1,-0.4,-3.0,1.5,80*,1,/,3.5,23,2
CC(C)NC(=O)c1ccccc1NC(=O)/C=C/c1ccc([N+](=O)[O-])cc1,-2.5,0.4,-4.1,1.2,1,/,-5.9,-7,8
CC(Sc1nncn1C)C(=O)Nc1nnc(-c2ccccc2)s1 (stereo unspecified),-2.1,1.3,-0.6,-0.5,-5,0.7,1.0,8,5

Next part:
Compound,FadD28 binding,Mtb BioA inh,Mtb UGM inh,PfHsp40 yeast,Mtb FBA inh,TcdB GH inh,Vc quorum ag,GDH-TPI inh,Yp Topo-I inh
COc1ccc(N2C(=NC(=O)c3ccccc3)SC3CS(=O)(=O)CC32)cc1 (stereo unspecified),-1.5,-2.3,0.3,-0.1,3,1.8,-0.3,5,0
COc1ccc(NC(=O)CC2C(=O)N(c3ccc(F)cc3)C(=S)N2NC(=O)c2ccccc2)cc1 (stereo unspecified),-4.1,/,1.8,1.0,-3,1.8,i,-3,6
C=CCOc1ccc(CNc2nccs2)cc1,-0.4,5.6,-2.3,1.1,-3,/,4.0,2,0
Cc1nc(SCC(=O)c2ccccc2)c(C#N)c(-c2ccco2)c1C(=O)NCc1ccco1,-3.1,/,-1.1,0.5,2,/,i,8,24
CCOC(=O)C1=C(C)NC(C)=C(C(=O)OCC)C1c1ccc(C)o1,-1.2,/,-0.7,-0.6,0,1.7,i,8,0
Cc1cccc2cc(CN(Cc3ccco3)C(=O)c3ccncc3)c(=O)[nH]c12,-0.9,-2.0,-1.4,-1.6,2,/,-13,17,0
Nn1c(-c2ccccn2)nnc1-c1ccccn1,0.3,-0.5,-1.9,-0.3,4,/,-0.4,10,5
CCCCC1=CC2=CC(=O)C(C)(OC(=O)CC)C(=O)C2=CN1CCOC (stereo unspecified),0.0,-2.6,0.1,-0.4,4,/,i,19,1

Additional results.
Compound,FadD28 binding,Mtb BioA inh,Mtb UGM inh,PfHsp40 yeast,Mtb FBA inh,TcdB GH inh,Vc quorum ag,GDH-TPI inh,Yp Topo-I inh
c1ccc2c(c1)CCc1c-2nc2ccccc2c1N1CCOCC1,-1.8,/,0.2,0.4,-2,0.7,-0.6,14,2
C=Cc1ccc(Cn2c(C)c(C(=O)NCc3ccc(Cl)c(Cl)c3)sc2=O)cc1,-12,-1.0,/,/,2,-0.8,i,-4,13
CCOC(=O)c1c(N)n[nH]c1-c1ccc(OC)cc1,-1.5,1.1,-1.5,0.2,-1,/,-0.5,14,2
c1ccc(CCc2ccccc2-c2nc(-c3cccnc3)no2)cc1,-6.3,-0.9,0.8,3.7,-4,/,/,-5,43
CN(Cc1ccon1)C(=O)CC1C(=O)NCCN1Cc1ccccc1C(F)(F)F (stereo unspecified),-2.6,-0.2,/,-0.4,1,0.2,-0.5,12,-3
Cc1ccc(C(=O)N[C@H](C(=O)Nc2ccc(F)cc2)C(C)C)cc1,-0.3,-0.6,2.3,-0.1,1,1.3,i,5,-4
N#Cc1c(N)sc(=S)c2c1CCCCC2,3.0,-0.7,0.4,1.6,2,/,-0.3,14,-7
C/C(=N\NC(=O)COc1cccc2ccccc12)c1cccs1,-1.3,0.3,2.6,5.6,0,-0.4,i,8,22

Further entries:
Compound,FadD28 binding,Mtb BioA inh,Mtb UGM inh,PfHsp40 yeast,Mtb FBA inh,TcdB GH inh,Vc quorum ag,GDH-TPI inh,Yp Topo-I inh
O=C1/C(=C/c2ccc(Cl)cc2)SC(=S)N1CCC(=O)N1CCCCC1CCO (stereo unspecified),-2.0,0.1,-5.3,-0.1,-8,1.8,i,3,13
COc1ccc(Br)cc1CN1C(=O)NC2(CCCCCC2)C1=O,-1.9,0.2,2.4,0.7,2,1.7,-4.0,2,15
CCC(CC)C(=O)Nc1c2cnn(-c3ccccc3)c2nc(=O)n1-c1ccccc1,-0.4,-2.7,-0.8,-0.9,5,/,i,9,2
CCn1nc(C)c(CNC(=O)c2ccc(OC3CCN(Cc4ccccn4)CC3)cc2)c1C,-2.6,-1.0,2.4,-2.5,-2,1.5,-0.6,-3,-8
CCCC[C@H]1C2=C3[C@@H](CC(C(=O)OC)=C[C@@H](C(=O)OC)[C@H]3C(C)(C)C2=O)n2c(=O)n(-c3ccccc3)c(=O)n21,-1.4,-1.5,-1.1,0.3,1,1.2,i,-8,32
COCCOC(=O)c1c(N)n(CCCN2CCOCC2)c2nc3ccccc3nc12,-0.3,/,0.0,-0.2,166*,1.3,-0.8,15,-1
Cc1ccc(CSc2nnc(-c3ccc(S(=O)(=O)N4CCCC4)cc3)o2)cc1,-3.5,-2.0,-2.6,-0.7,0,/,-14,-5,-3
COc1ccccc1N(CN1C(=O)c2ccccc2C1=O)C(=O)c1cccnc1,-3.2,-1.1,2.0,-0.2,0,/,i,0,-3

The list continues.
Compound,FadD28 binding,Mtb BioA inh,Mtb UGM inh,PfHsp40 yeast,Mtb FBA inh,TcdB GH inh,Vc quorum ag,GDH-TPI inh,Yp Topo-I inh
c1ccn2cc(CSc3nnc4ccccn34)nc2c1,-3.5,/,0.4,-1.3,-1,0.7,1.4,12,-6
COc1ccc(N(CC(=O)NCC2CCCO2)S(=O)(=O)c2c(C)noc2C)cc1 (stereo unspecified),-1.5,-1.2,1.1,0.5,-4,/,i,10,-3
Cc1ccc(CN2CCN(Cc3ccc(O)cc3)CC2CCO)o1 (stereo unspecified),-3.4,/,3.6,-0.7,-1,-0.1,i,-3,-9
COc1ccc(N2C(=O)c3ccccc3C2O)cc1 (stereo unspecified),-2.5,1.9,-1.9,-2.2,0,-0.3,0.9,2,-18

High-throughput results (PubChem BioAssay)
